MEP2 TOR yeast: modulators of TOR pathway MEP2-GFP in S. cerevisiae | S. cerevisiae MEP2-GFP strain, flow cytometry GFP, 3 h; 100% = DMSO control level | GFP response vs DMSO, % at 10 µM | 330,000 compounds, 0.51% hits | AID 2016;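 active means GFP response versus DMSO above a set limit, roughly screen mean plus 3 SD, cut at about 180% in these data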;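 further: median GFP fluorescence of the barcode-gated MEP2-GFP cells per well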
LAP4-GFP MLPCN: alters LAP4-GFP fluorescence in TOR pathway yeast screen | S. cerevisiae LAP4-GFP multiplex, flow cytometry GFP, 3 h; median GFP as percent of DMSO wells | GFP response vs DMSO, % at 10 µM | 320,000 compounds, 0.34% hits | AID 2023;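 active means GFP response vs DMSO above a set limit, about the screen mean plus 3 SD, cut at about 150% in these data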
procasp7 counter: activates human procaspase-7, counter-screen for procaspase-3 activators | P55210 | recombinant procaspase-7, Ac-DEVD-pNA absorbance 405 nm; D23A/D198A/D206A triple mutant, cannot self-cleave; scale: DMSO 0, 5 µM enzyme 100 | activation, % at 8.5 µM | 330,000 compounds, 0.093% hits;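 active means percent activation above the screen-wide mean plus 3 SD, cut at about 25% in these data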
Target sequence (P55210 whole entry D23A/D198A/D206A): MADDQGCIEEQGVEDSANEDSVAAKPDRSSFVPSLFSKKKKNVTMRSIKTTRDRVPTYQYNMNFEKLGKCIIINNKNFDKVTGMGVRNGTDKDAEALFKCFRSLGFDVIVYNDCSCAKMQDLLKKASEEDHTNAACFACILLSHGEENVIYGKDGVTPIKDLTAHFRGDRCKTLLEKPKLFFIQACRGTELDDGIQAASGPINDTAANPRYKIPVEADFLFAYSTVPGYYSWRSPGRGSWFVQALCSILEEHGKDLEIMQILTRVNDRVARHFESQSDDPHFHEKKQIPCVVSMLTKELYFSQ
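System: Uncleavable procaspase-7 mutant enzyme; Amount: 2 µM procaspase-7 mutant as dispensed; Schedule: 1 h compound preincubation, 2 h substrate cleavage, 25 °C; Measured by: 405 nm absorbance of p-nitroaniline; Evaluation: percent activation from buffer-corrected 0–120 min absorbance change; Control set: low DMSO alone, high DMSO plus 5 µM PC-7.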
procasp3 activ: activates human procaspase-3; recombinant procaspase-3 D3A, Ac-DEVD-pNA absorbance 405 nm; activation, % at 8.5 µM; 330,000 compounds, 0.11% hits; AID 463141;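 active means activation above the mean of all tested compounds plus 3 SD, cut at about 21% in these data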;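 further: 0% = DMSO alone and 100% = DMSO wells spiked with extra 5 µM PC-3 D3A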
Target sequence (P42574 whole entry D9A/D28A/D175A): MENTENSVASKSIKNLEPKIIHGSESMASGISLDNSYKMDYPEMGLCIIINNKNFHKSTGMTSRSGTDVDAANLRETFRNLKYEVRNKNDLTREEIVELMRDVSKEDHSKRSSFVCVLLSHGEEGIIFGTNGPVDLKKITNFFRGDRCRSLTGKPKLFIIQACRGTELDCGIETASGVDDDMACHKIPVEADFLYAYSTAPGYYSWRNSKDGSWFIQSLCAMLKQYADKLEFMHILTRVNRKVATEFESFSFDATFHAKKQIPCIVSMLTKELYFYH
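Assay system – Procaspase-3 D3A mutant, all three cleavage aspartates alanine · Controls – DMSO-only low control, 5 µM PC-3 D3A high control · Schedule – 1 h compound preincubation, 2 h substrate hydrolysis at 25 °C · Signal – 405 nm absorbance of p-nitroaniline, reads at 0 and 120 min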
AHR act: human AHR activation | P35869 | AHR-responsive luciferase reporter cells, luminescence | 320,000 compounds, 2.5% hits | activation, % at 5 µM | AID 2796; in the data active means activation above about 47%;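 further: 0% = vehicle wells and 100% = reference agonist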
RPL19A TOR yeast: modulators of TOR pathway RPL19A-GFP in S. cerevisiae. S. cerevisiae RPL19A-GFP strain, flow cytometry, 3 h; stronger effect = lower value. percent response vs DMSO, % at 10 µM. 330,000 compounds, 0.3% hits. AID 2025;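 active means percent response vs DMSO below 50%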;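 further: median channel GFP fluorescence of the barcoded RPL19A-GFP strain; ratio of sample median GFP to plate DMSO average so 100% = DMSO; lower means less RPL19A-GFP as with rapamycin TOR inhibition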
GASC-1 inh: inhibitors of human GASC-1 (JMJD2C) demethylase. Q9H3R0. GST-JMJD2C(1-420) H3K9me3 demethylation, DELFIA europium. inhibition, % at 2.35 µM. 330,000 compounds, 0.069% hits;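 active means more than half of a compound's replicate wells show inhibition beyond 50%, single wells judged on their own value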;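 further: signal counts dimethyl H3K9 product captured on neutravidin plate; 0% = median of DMSO wells and 100% = 0.3 times that DMSO median; strong numbers were not always called active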
Target sequence (Q9H3R0 1-420 limits assumed): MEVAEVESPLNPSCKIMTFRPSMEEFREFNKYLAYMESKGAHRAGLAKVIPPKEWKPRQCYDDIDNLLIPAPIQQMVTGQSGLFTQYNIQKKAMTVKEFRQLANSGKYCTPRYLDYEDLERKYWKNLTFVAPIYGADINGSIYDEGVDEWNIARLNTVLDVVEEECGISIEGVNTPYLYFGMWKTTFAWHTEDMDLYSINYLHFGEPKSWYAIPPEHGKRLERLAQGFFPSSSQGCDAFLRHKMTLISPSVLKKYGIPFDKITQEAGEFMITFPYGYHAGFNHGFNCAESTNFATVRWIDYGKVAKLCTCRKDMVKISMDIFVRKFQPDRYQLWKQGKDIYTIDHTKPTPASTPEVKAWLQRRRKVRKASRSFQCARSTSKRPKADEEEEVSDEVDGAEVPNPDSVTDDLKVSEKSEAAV
CR mimetic SO: yeast age-related superoxide inhibition as caloric restriction mimetic; S. cerevisiae aged cells, superoxide DHE fluorescence; stronger effect = lower value; superoxide response (% of plate mean), % at 10 µM; 330,000 compounds, 0.18% hits; AID 2690;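 active means superoxide response under a set limit, about three screen SD below normal, cut at about 65% in these data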;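 further: yeast aged for seven days with compound at 30 °C before DHE staining; 100% = average MFI of all compound-treated wells on the plate with controls excluded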
Starred values were filed as active, the others as inactive; x = no result given; & = joins results of further samples; [ ] = dose if it differs, or a comment.

[1] COc1cccc2c(=O)n(CC(=O)Nc3ccc(F)cc3F)ccc12
[2] CCCc1noc2c1/C(=N\O)CC(c1ccccc1)C2 (stereo not drawn)
[3] Cc1ccc(C(=O)Nc2ccc3cn[nH]c3c2)cc1S(=O)(=O)N1CCOCC1
[4] COc1cccc(-n2c(C)nc3c(cnn3-c3ccc(C)cc3)c2=O)c1
[5] Cc1cc(C)c(S(=O)(=O)N2CCC(C(=O)NCc3ccc(Cl)cc3Cl)CC2)c(C)c1
[6] CCNC(=S)Nc1cccc(Cl)c1C
[7] Cc1cccc(C(=O)NCCCNC(=O)c2ccco2)c1
[8] COc1ccc(C(=O)N2CCN(Cc3ccc4c(c3)OCO4)CC2)cc1[N+](=O)[O-]

Assay by compound,1,2,3,4,5,6,7,8
MEP2 TOR yeast,100,119[may fluoresce violet],99,109,114,102,97,97
LAP4-GFP MLPCN,96,105[may fluoresce violet],101,105,151*,101,93,117
procasp7 counter,3,7,5,-11,12,20,-11,3
procasp3 activ,11,-5,3,2,-9,-2,3,6
AHR act,4,-7,17,0,2,0,0,0
RPL19A TOR yeast,94,81,99,96,94,98,96,97
GASC-1 inh,-4,-2,3,-29,-7,6,10,-7
CR mimetic SO,106,102,82,95,104,97,117,105

[9] CN(C(=O)CS(=O)(=O)c1cccc(Cl)c1)c1ccccc1
[10] N#C/C(=C/c1ccc(-c2ccc(S(N)(=O)=O)cc2)o1)c1nc2ccccc2s1
[11] Cc1cccc(NC(=O)CCN2CCC(C(N)=O)CC2)c1
[12] O=C(CN1CCCC1)Nc1ccc(-c2nc3cc(NC(=O)CN4CCCC4)ccc3o2)cc1
[13] O=C(CNc1ccccc1Cl)Nc1cc(S(=O)(=O)N2CCOCC2)ccc1Cl
[14] CCCCOCCCNC(=O)c1ccc([N+](=O)[O-])c(C)c1
[15] CCC(=O)NC(C)c1cc(Cl)c2cccnc2c1O (stereo not drawn)
[16] Cc1cn([C@H](C(=O)NCCCCCCCCCCC(=O)N2CCNCC2)[C@@H](C)O)nn1

Assay by compound,9,10,11,12,13,14,15,16
MEP2 TOR yeast,96,118,97,99,97,97,83,94
LAP4-GFP MLPCN,99,133,81,96,100,90,95,91
procasp7 counter,8,-26,11,11,-1,0,5,3
procasp3 activ,10,-9,-1,2,1,11,8,-1
AHR act,1,22,0,-1,2,7,-1,2
RPL19A TOR yeast,92,104,101,93,98,97,96,97
GASC-1 inh,25,5,1,70,-13,0,-4,5
CR mimetic SO,110,95,95,104,111,101,89,87

[17] CCOC(=O)C1CCCN(Cc2c(Cl)cccc2Cl)C1 (stereo not drawn)
[18] COCc1cc(=O)[nH]c(/N=C(\N)Nc2ccc(C)cc2)n1
[19] CCOc1cc(/C=N/NC(=O)N/N=C/c2ccc(O)c(OCC)c2)ccc1O
[20] CN(C)CC(C)(C)CNS(=O)(=O)c1ccc(Cl)s1
[21] Cc1ccccc1N(CC(=O)NCCSc1ccccn1)S(=O)(=O)c1ccccc1
[22] O=C(CCc1ccccc1)c1ccc2c(c1)OCCCO2
[23] Cc1cc(C(=O)CSc2nnnn2-c2ccc(O)cc2)c(C)n1C
[24] C=CCNC(=S)Nc1sc2c(c1C(=O)OCC)CCN(C(=O)OCC)C2

Assay by compound,17,18,19,20,21,22,23,24
MEP2 TOR yeast,100,104,104,101,99,95,93,105
LAP4-GFP MLPCN,104,97,98,97,108,114,111,99
procasp7 counter,-36,9,5,-6,-12,-1,13,-8
procasp3 activ,-11,3,4,1,-1,-1,5,-13
AHR act,2,35,8,19,4,5,2,-5
RPL19A TOR yeast,105,104,103,98,103,94,94,103
GASC-1 inh,11,6,-10,6,-2,44,-2,12
CR mimetic SO,106,117,95,102,95,95,92,93

An excerpt of these results, field by field.
20: CN(C)CC(C)(C)CNS(=O)(=O)c1ccc(Cl)s1
  MEP2 TOR yeast = 101; LAP4-GFP MLPCN = 97; procasp7 counter = -6; procasp3 activ = 1; AHR act = 19; RPL19A TOR yeast = 98; GASC-1 inh = 6; CR mimetic SO = 102
17: CCOC(=O)C1CCCN(Cc2c(Cl)cccc2Cl)C1 (stereo not drawn)
  MEP2 TOR yeast = 100; LAP4-GFP MLPCN = 104; procasp7 counter = -36; procasp3 activ = -11; AHR act = 2; RPL19A TOR yeast = 105; GASC-1 inh = 11; CR mimetic SO = 106
22: O=C(CCc1ccccc1)c1ccc2c(c1)OCCCO2
  MEP2 TOR yeast = 95; LAP4-GFP MLPCN = 114; procasp7 counter = -1; procasp3 activ = -1; AHR act = 5; RPL19A TOR yeast = 94; GASC-1 inh = 44; CR mimetic SO = 95
19: CCOc1cc(/C=N/NC(=O)N/N=C/c2ccc(O)c(OCC)c2)ccc1O
  MEP2 TOR yeast = 104; LAP4-GFP MLPCN = 98; procasp7 counter = 5; procasp3 activ = 4; AHR act = 8; RPL19A TOR yeast = 103; GASC-1 inh = -10; CR mimetic SO = 95

Further entries follow.
[25] Cc1c(/C=C(\C#N)C(=O)NCc2ccccc2)cc(C#N)n1C
[26] O=C(COC(=O)c1cc(=O)[nH]c2ccccc12)Nc1nc(-c2ccccc2)cs1
[27] O=C(CN1CCN(Cc2ccc(Cl)cc2)C1=O)NCCCN1CCN(c2ccc(F)cc2)CC1
[28] CCCCc1c(O)nc(SCC(=O)NCCc2ccc(OC)c(OC)c2)[nH]c1=O
[29] COc1ccccc1-c1ccc(=O)n(CC(=O)NCc2cccs2)n1
[30] COCCCn1c(SCC(=O)Nc2ccc3c(c2)OCCO3)nnc1-c1ccoc1C
[31] CO/N=C(\C(=O)O)c1csc(NN=C(C)C)n1
[32] CCOC(=O)N1CCN(C(=O)c2ccc(CNS(=O)(=O)c3ccc(NC(C)=O)cc3)cc2)CC1

Assay by compound,25,26,27,28,29,30,31,32
MEP2 TOR yeast,106,109,105,113,97,90,93,104
LAP4-GFP MLPCN,95,110,103,107,102,89,97,105
procasp7 counter,5,4,-2,0,5,0,0,9
procasp3 activ,6,1,1,-3,-3,-6,0,8
AHR act,2,5,-4,7,6,14,3,-1
RPL19A TOR yeast,102,95,103,108,99,91,95,101
GASC-1 inh,8,1,-8,-6,4,-14&-12,-5,3
CR mimetic SO,100,98,89,101,106,102,95,102

[33] Cc1ccc(S(=O)(=O)N2c3cc(C)ccc3OCC2C(C)(C)C)cc1 (stereo not drawn)
[34] COc1cccc(C(=O)Nc2ccc3c(C)cc(=O)oc3c2)c1
[35] C/C(=N\OC(=O)Nc1ccc(Cl)cc1)c1ncc(C(F)(F)F)cc1N1CCOCC1
[36] COc1ccc(C2=Nn3c(nnc3-c3ccc(OC)cc3)SC2)cc1
[37] CCCCN1C(=O)C(NC(C)=O)c2ccccc21 (stereo not drawn)
[38] Cc1noc(C)c1C(=O)OCC(=O)Nc1cccc(S(N)(=O)=O)c1
[39] COc1cccc(CNC(=O)CN(C)S(=O)(=O)c2cccc3cccnc23)c1
[40] Cc1ccc(/C=N/NC(=O)c2ccc3c(c2)OCCO3)s1

Assay by compound,33,34,35,36,37,38,39,40
MEP2 TOR yeast,99,101,105,86,102,105,94,96
LAP4-GFP MLPCN,102,78,101,91,112,98,109,104
procasp7 counter,-13,x,2,3,-1,-2,3,-4
procasp3 activ,7,x,-1,-2,-11,9,0,5
AHR act,-7,x,21,31,2,-1,2,37
RPL19A TOR yeast,99,111,96,98,100,96,98,101
GASC-1 inh,0,-7,0,8,0,-7,7,-6
CR mimetic SO,98,104,98,103,90,111,90,93

[41] COc1c(/C=N/NC(N)=S)c(C)nn1-c1ccccc1
[42] COC(=O)C1=CN(Cc2ccc(OC)cc2)C=C(C(=O)OC)C1c1cccs1
[43] CC1=NN(c2ccc(Cl)c(C(=O)O)c2)C(=O)/C1=C/c1ccc(-c2ccccc2[N+](=O)[O-])o1
[44] COc1ccc(CCN(Cc2cc3cccc(C)c3[nH]c2=O)C(=O)N2CCCC2)cc1OC
[45] O=C(CC(=O)NC1CCCCC1)N/N=C/c1ccccc1F
[46] Cc1cc(=O)oc2c3c(cc(OCC(=O)NC4CC4)c12)OC(C)(C)CC3
[47] CCn1c(CCC(N)=O)nnc1SCC(=O)c1cc(C)n(C2CC2)c1C
[48] CN(C)C(=S)c1ccc(N(C)C)cc1

Assay by compound,41,42,43,44,45,46,47,48
MEP2 TOR yeast,106,99,94,85,103,109,95,106
LAP4-GFP MLPCN,102,95,107,x,94,110,98,109
procasp7 counter,-7,1,0,6,-1,-1,-2,-14
procasp3 activ,-17,9,2,0,-1,-1,-1,-7
AHR act,3,-3,6,15,4,10,1,-1
RPL19A TOR yeast,103,100,100,91,107,97,95,100
GASC-1 inh,-4,-2,7,-12&-6,4,x,5,-2
CR mimetic SO,88,90,101,94,108,101,104,93

[49] COc1ccccc1C1(CC(=O)O)CCOC(C(C)C)C1 (stereo not drawn)
[50] O=C(NCCN1C(=O)S/C(=C\c2cccc(Cl)c2Cl)C1=O)C1=COCCO1
[51] FC(F)(F)c1cccc(Cc2noc(CN3CCCC3)n2)c1
[52] CC1(C)CC(=O)C2=C(C1)OC1=C(C(=O)CC(C)(C)C1)C2(C)C
[53] CS(=O)(=O)N(CC(=O)N1CCN(c2ccc(F)cc2)CC1)C1CCCCC1
[54] O=S(=O)(c1ccc2c(c1)OCCO2)N1CCN(Cc2ccc3c(c2)OCO3)CC1
[55] CCOCCCNC(=O)CCCn1nc(C)n2c(cc3sccc32)c1=O
[56] O=C(Nc1ccccn1)Nc1cccs1

Assay by compound,49,50,51,52,53,54,55,56
MEP2 TOR yeast,97,95,96,103,94,98,98,100
LAP4-GFP MLPCN,107,90,96,96,100,97,103,111
procasp7 counter,0,-1,0,0,9,-5,15,3
procasp3 activ,11,-4,0,1,-3,-3,7,12
AHR act,5,2,1,-2,0,2,-2,13
RPL19A TOR yeast,98,105,95,101,96,100,100,98
GASC-1 inh,6,-35,-2,7,-7,-4,2,2
CR mimetic SO,98,92,106,101,91,91,102,96

[57] CC(Sc1n[nH]c(=O)[nH]c1=O)C(=O)OCc1ccccc1 (stereo not drawn)
[58] CCn1c(=O)c(C(=O)NCc2cccnc2)c(O)c2ccccc21
[59] C[C@@H](C(=O)Nc1nc2ccccc2s1)N1C(=O)C2CC=CCC2C1=O (stereo partly drawn)
[60] CC(=O)Nc1ccc(NC(=O)CCC(=O)NCCO)cc1
[61] Cc1cc(C(=O)NCc2ccc(F)cc2)c2ccccc2n1
[62] CC(C)N(Cc1ccccc1)C(=O)COC(=O)c1ccc2c(c1)OCCO2
[63] CN1Cc2c(N3CCOCC3)nc3sc(C(=O)c4ccc(Br)cc4)c(N)c3c2CC1(C)C
[64] Cc1cccc(Sc2c([N+](=O)[O-])ncn2C)n1
[65] O=C(CSC1=NCCS1)NC(NC(=O)CSC1=NCCS1)c1ccccc1
[66] Cc1ccc2c(c1)cc(C(=O)N1CCN(c3ccccn3)CC1)n2C

Assay by compound,57,58,59,60,61,62,63,64,65,66
MEP2 TOR yeast,102,103,96,98,94,102,108,94,102,103
LAP4-GFP MLPCN,103,100,98,97,89,93,128,91,102,99
procasp7 counter,4,2,6,1,-1,-1,-16,-2,-8,-10
procasp3 activ,5,5,-4,-3,-4,6,-25,5,-4,7
AHR act,-1,56*,5,-2,0,0,-5,2,-1,15
RPL19A TOR yeast,98,107,98,96,96,100,99,101,99,106
GASC-1 inh,-4,3,-11,8,6,31,-41,3,12,-2
CR mimetic SO,95,95,114,110,96,97,102,96,122,107

Screening data: PubChem, several laboratories
